# BAZ2B inh = blocks human BAZ2B; Potency, µM (top dose mostly 114 µM), for the others: top-dose activity change, negative = inhibition, usual class: inhibitors; Q9UIF8; actives 4.4% (n = 360,000); AlphaScreen BAZ2B-H3K14Ac peptide displacement; AID 504333; also: % is scaled to controls: 0 for no effect and ±100 for the full control effect; nearly all actives have a fitted effect of over 60% in size
#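 AlphaScreen displacement of biotin-H3(5-23)K14Ac peptide (50 nM final) from BAZ2B (50 nM final) in PBS pH 7.4, 0.01% Tween-20; complex preformed 30 min RT, then compounds (top 110 uM) 30 min RT, beads 20 min dark.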
# Pin1 inhibitor = inhibitors of human Pin1; Q13526; Pin1 FP peptide displacement, HiFluor488, 10 min; Potency, µM (highest dose often 115 µM), inactives show at the top dose activity, negative = inhibition, most hits filed as inhibitors; actives 0.009% (n = 390,000); AID 504891; active = well fitted inhibition curve with a large enough effect in the polarisation, with a control signal flat, not every such curve was filed as active; inconclusive = small, poorly fitted or top-dose-only effect, or effect the other way, or a change in a side signal; inactive = no such curve, though single readings can be large or run the other way; the % refers to the polarisation; also: % is scaled to controls: 0 for no effect and ±100 for the full control effect
# Target sequence (Q13526 whole entry, looked up): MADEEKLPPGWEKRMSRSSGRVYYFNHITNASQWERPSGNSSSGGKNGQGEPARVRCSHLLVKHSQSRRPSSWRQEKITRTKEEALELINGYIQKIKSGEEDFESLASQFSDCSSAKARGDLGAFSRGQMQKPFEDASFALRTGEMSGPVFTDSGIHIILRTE
# Tb PGK inh = inhibitors of T. brucei phosphoglycerate kinase; P07378; PGK/GAPDH coupled, Kinase-Glo luminescence, 60 min; Potency, µM (series often up to 57.5 µM), without a hit: at the top dose activity change, negative = inhibition, actives largely listed as inhibitors; actives 0.043% (n = 380,000); also: % is scaled to controls: 0 for no effect and ±100 for the full control effect; nearly all actives have a fitted effect of over 60% in size
#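 Recombinant glycosomal PGK reaction used 1,3-bisphosphoglycerate generated in-well by GAPDH (100nM final) in 100mM TEA pH 7.6, 5mM MgCl2, 0.01% Tween-20. After 60 minutes at room temperature, ATP was read by Kinase-Glo Plus luminescence end-point.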
# GLS inh = glutaminase GLS (human) inhibition | O94925 | GLS enzymatic activity, qHTS titration | Potency, µM (series often up to 45.5 µM), inactives show top-dose activity change, negative = inhibition, hits mostly inhibitors | actives 0.21% (n = 410,000) | AID 624170; also: % is scaled to controls: 0 for no effect and ±100 for the full control effect
#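 Enzyme dispensed in phosphate buffer (45 mM, pH 8.2, 0.02% Tween-20), compounds pinned in, then 1 mM L-glutamine solution and the glutamate oxidase–HRP–Amplex Red mix added; fluorescence read immediately and again after 30 min at room temperature.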
# G9a block = blocks human histone lysine methyltransferase G9a; Potency, µM (titrated, usually from 102 µM), for inactives: at the top dose activity, negative = inhibition, usual class: inhibitors; Q96KQ7; actives 8.8% (n = 350,000); G9a H3K9 monomethylation, AlphaScreen, 2 h; also: % is scaled to controls: 0 for no effect and ±100 for the full control effect; nearly all actives have a fitted effect of over 75% in size
#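 Enzyme 20 nM + cpd, 15 min RT; add b-H3K9 pep 500 nM / SAM 20 uM; 2 h RT; anti-H3K9me1 Ab 0.5 ug/mL + SA donor / anti-rabbit acceptor beads 20 ug/mL each, 10 min; AlphaScreen read.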
# BLM inh = Bloom syndrome helicase (human) inhibition; recombinant BLM DNA unwinding, fluorescence dequenching; Potency, µM (top dose mostly 56.1 µM), inactives show top-dose activity change, negative = inhibition, hits mostly inhibitors; P54132; actives 0.2% (n = 350,000);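 also: plate controls were vehicle for no effect and no enzyme for full effect; nearly all actives have a fitted effect of over 35% in size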
# Pol iota inh = blocks human DNA polymerase iota activity; Potency, µM (series often up to 115 µM), inactives show top-dose activity, negative = inhibition, most hits filed as inhibitors; Pol iota fluorescent replication assay, 10 min; AID 588590; actives 1% (n = 390,000); Q9UNA4
# Target sequence (Q9UNA4 whole entry, looked up): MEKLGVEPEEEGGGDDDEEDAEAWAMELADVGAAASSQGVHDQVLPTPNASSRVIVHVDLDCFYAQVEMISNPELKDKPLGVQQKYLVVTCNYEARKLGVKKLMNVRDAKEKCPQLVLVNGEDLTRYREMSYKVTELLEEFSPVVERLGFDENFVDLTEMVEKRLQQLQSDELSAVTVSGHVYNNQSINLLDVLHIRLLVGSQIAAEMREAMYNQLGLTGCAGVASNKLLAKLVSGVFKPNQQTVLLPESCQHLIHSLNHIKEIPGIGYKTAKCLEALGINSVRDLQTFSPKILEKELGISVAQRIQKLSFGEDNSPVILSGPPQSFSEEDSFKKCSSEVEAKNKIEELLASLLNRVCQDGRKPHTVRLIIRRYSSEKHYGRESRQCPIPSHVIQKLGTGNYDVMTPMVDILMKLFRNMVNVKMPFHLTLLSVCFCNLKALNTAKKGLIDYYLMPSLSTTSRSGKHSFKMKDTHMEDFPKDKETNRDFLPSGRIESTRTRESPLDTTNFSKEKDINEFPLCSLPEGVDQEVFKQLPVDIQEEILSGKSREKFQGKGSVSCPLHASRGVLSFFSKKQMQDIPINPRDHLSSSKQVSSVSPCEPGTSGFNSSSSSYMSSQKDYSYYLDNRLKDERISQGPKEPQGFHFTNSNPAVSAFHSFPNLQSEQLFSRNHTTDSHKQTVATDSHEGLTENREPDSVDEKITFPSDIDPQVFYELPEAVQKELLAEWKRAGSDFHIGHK
#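 Pol iota at 10 nM preincubated 15 min with compounds at room temperature; reaction started with fluorescent substrate, 50 nM final. Fluorescence read kinetically at 0 and 10 min; buffer-only wells as negative control.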
# JMJD2A Tudor inh = JMJD2A Tudor domain (human) inhibition; AlphaScreen JMJD2A-Tudor / H3K4me3 peptide binding; O75164; actives 4.4% (n = 390,000); Potency, µM (series often up to 114 µM), without a hit: top-dose activity change, negative = inhibition, usual class: inhibitors; also: % is scaled to controls: 0 for no effect and ±100 for the full control effect; nearly all actives have a fitted effect of over 50% in size
# HP1b chromo inh = HP1-beta chromodomain-methylated histone interaction inhibition; P83916; AlphaScreen HP1-beta / biotin-H3K9me3 peptide binding; Potency, µM (series often up to 114 µM), for inactives: at the highest dose activity change, negative = inhibition, most hits filed as inhibitors; actives 0.56% (n = 390,000); AID 540317; also: nearly all actives have a fitted effect of over 70% in size; inactives centre near 23
# Target sequence (P83916 whole entry, looked up): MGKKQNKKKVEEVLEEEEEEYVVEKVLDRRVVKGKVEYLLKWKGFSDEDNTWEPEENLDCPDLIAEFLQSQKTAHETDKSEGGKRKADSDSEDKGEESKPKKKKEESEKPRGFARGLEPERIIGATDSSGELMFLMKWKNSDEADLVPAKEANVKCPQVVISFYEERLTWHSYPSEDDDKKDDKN
#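 AlphaScreen: HP1-beta (50 nM) preformed 30 min with biotin-H3(1-18)K9me3 peptide (50 nM) in PBS pH 7.4, 0.01% Tween-20. Compound added for 30 min at RT, then streptavidin donor/nickel chelate acceptor beads (10 ug/mL) for 30 min.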
# The depositor's hits bear a star; i = inactive; ? = inconclusive; / = not tested or not shown; & = joins results of further samples; [ ] = dose if it differs, or a comment. Unless noted, calls follow the shape of the dose curve; as a rule, active = well fitted curve in the direction sought with a large enough effect; inconclusive = small, poorly fitted or top-dose-only effect, or another doubt; inactive = no such curve, though single readings can be large; an effect the other way counts as inactive or inconclusive. Potency is read from the fitted curve at half-maximal effect. The list is partial. The share of hits here may be higher or lower than overall.
BAZ2B inh | Pin1 inhibitor | Tb PGK inh | GLS inh | G9a block | BLM inh | Pol iota inh | JMJD2A Tudor inh | HP1b chromo inh | SMILES
-2% | -5% | -6% | -4% | 4% | -2% | 11% | -7% | 41%[activator] | Cc1onc(-c2c(F)cccc2Cl)c1C(=O)N1CCN(c2ncccn2)CC1
-29%&-4% | 25%&0% | -4%&-1% | -12%&0% | -30%[59 µM] | -10%&-12% | ? | -12% | 9%&33% | CC(=O)c1cccc(NC(=O)C2=CC(c3ccc4c(c3)OCO4)=NS(=O)(=O)N2C)c1
-10% | ? | i | 4% | 1%[59 µM] | 0% | 3% | -25% | 12% | Cc1ccccc1NC(=O)/C(C#N)=C/c1ccccc1C(F)(F)F
11% | 0% | 6% | -9% | 6.3µM* | -13% | 0% | -8% | 26% | CCOCc1nnc(NC(=O)c2cc(Cl)ccc2OC)s1
/ | 2% | 8% | 7% | / | / | 12% | -30% | 24% | COc1cccc(OC)c1C(=O)OCc1c(-c2ccccc2)ncc2ccccc12
-1% | -1% | 0% | 21% | -24%[59 µM] | -5% | 12% | 4% | 60%[activator] | COC(=O)c1ccc(COc2ncnc3c(Cl)cc(Cl)cc23)o1
-5% | -3% | -14% | -9% | / | -2% | 9% | 10% | 44%[activator] | CC1CCN(CC(=O)Nc2ccc(S(=O)(=O)N3C(C)CCCC3C)cc2)CC1 (stereo unspecified)
? | 47%[activator] | -8% | -1% | ? | -7% | 27% | ? | -1% | Cc1cc2cc(C(c3nnnn3Cc3ccccc3)N3CCc4ccccc43)c(=O)[nH]c2cc1C (stereo unspecified)
56µM* | -7% | -13% | 34%[activator] | 6%[0.501 µM] | / | ? | 89µM* | 0% | CC(C)(c1cc(Br)c(O)c(Br)c1)c1cc(Br)c(O)c(Br)c1
-6% | 2% | 9% | 13% | 8%[59 µM] | 1% | -11% | -18% | 18%[57 µM] | COc1ccc(C)cc1NC(=O)C(=O)NCCc1sc(-c2ccc(Cl)cc2)nc1C
-1% | -3% | -8%[11.5 µM] | 22% | -4%[12.7 µM] | -7% | -1% | -18% | 13% | CC(C)(C)n1nc2c(c1NC(=O)COc1ccc(Cl)cc1)CSC2
? | 3% | 4% | -5% | 25µM* | -1% | -14% | -27% | 11% | Cc1cc(S(=O)(=O)N(Cc2ccccn2)Cc2ccco2)ccc1-n1cnnn1
-5% | -2% | -15% | 16% | 2%[59 µM] | 1% | 4% | -14% | 18% | CC1CCCCN1C(=S)Nc1ccc(OC(F)F)cc1 (stereo unspecified)
-12% | 0% | 2% | 9% | 1% | 0% | 64%[activator] | 0% | 27% | O/N=C/c1nc2cc(Cl)ccc2o1
2% | 6% | -9% | -11% | 3%[59 µM] | 4% | 5% | 2% | 48%[activator] | O=C(Cn1nc(C(F)(F)F)c2c1CCC2)NCc1ccc(Cl)cc1
6% | 0% | -5% | -3% | -9% | -2% | -16% | -8% | 12% | CCC1CCC(C(=O)NC(C(=O)NCCc2ccc(S(N)(=O)=O)cc2)C(C)C)CC1 (stereo unspecified)
-17% | -2% | -9% | -14% | -27%[59 µM] | -1% | -4% | -7% | 20% | Cc1nnc(N(Cc2ccco2)C(=O)c2ccc(C#N)cc2)s1
6% | 8% | / | 0% | ? | -4% | 16% | -27% | 7% | Cc1ccc(N2CC(C(=O)Nc3ccc(S(=O)(=O)N4CCOCC4)cc3)CC2=O)cc1 (stereo unspecified)
-2% | 3% | -10% | 6% | -3% | / | -2% | -12% | 9% | COc1ccc(NS(=O)(=O)c2ccc(C)c(NC(=O)CNC(=O)c3ccco3)c2)cc1
-8% | -5% | -3% | 5% | 23% | 2% | -9% | -15% | 40%[activator] | COc1ccc(OC)c(/C=N/NC(=O)CNC(=O)c2ccc(S(=O)(=O)N3CCCC3)cc2)c1
-32% | -1% | -8% | -7% | ? | -2% | 37%[activator] | 7% | 27% | CC(C)(O[C@@H]1O[C@H](CO)[C@@H](O)[C@H](O)[C@H]1O)[C@H]1Cc2cc3ccc(=O)oc3cc2O1
-7% | -1% | -10% | -5% | 20% | -1% | -2% | -11% | 51%[activator] | Cc1nn(C)c(C(=O)Nc2c(C)nn(Cc3c(F)c(F)c(F)c(F)c3F)c2C)c1Br
-3% | 0% | 4% | -15% | -33%[59 µM] | -1% | -1% | -13% | 26% | COc1ccc(NC(=O)Nc2nnc(N3CCCC3)s2)cc1
3% | 5% | -8% | -1% | 5%[59 µM] | 2% | -14% | -11% | 21% | N=C1C(=O)OCC1c1ccccc1NC(=O)CN1CCOCC1 (stereo unspecified)
12%&-5% | -2%&1% | -6%&-1% | -4%&-11% | 14% | -4%&-5% | 61%&5%[activator] | 0%&-13% | 16%&9% | CC(C(=O)NCCSCc1cccc(Cl)c1)N(c1ccccc1)S(C)(=O)=O (stereo unspecified)
-2% | 4% | i | 3% | -1%[59 µM] | -1% | 40%[activator] | -18% | ? | Cc1cc(NC(=O)CCC(=O)N(Cc2ccco2)C(C(=O)NC2CCCC2)c2ccc(F)cc2)no1 (stereo unspecified)
20% | 5% | 1% | 18% | 38% | 1% | 0% | -12% | 25% | CCOC(=O)C1CCN(c2c(NCc3ccc(C(=O)NC(C)CC)cc3)c(=O)c2=O)CC1 (stereo unspecified)
-4% | -4% | -2% | -2% | 45% | 3% | -1% | -6% | 43%[activator] | Cc1cc(NC(=O)CSCC(=O)N(C)Cc2ccc(F)cc2)no1
-1% | 3% | 1% | 1% | -29%[59 µM] | -12% | 21% | -14% | 21% | CCN1C(=O)C2(C(C#N)=C(N)Oc3n[nH]c(-c4ccc(Cl)cc4)c32)c2ccccc21 (stereo unspecified)
? | -12% | -1% | 0% | ? | -12% | -5% | ? | -3% | Cc1ccc(C2CC(=O)NC(SCC(=O)OCc3ccccc3)=C2C#N)o1 (stereo unspecified)
-28% | -1% | -5% | 4% | 8.9µM* | -2% | ? | -23% | 82%[activator] | COc1cc(/C=N/Nc2ccc([N+](=O)[O-])cn2)cc(OC)c1O
5% | 2% | -4% | -3% | -22%[12.7 µM] | / | -14% | 0% | 27% | COc1ccc(CNC(=O)c2ccccc2SCC(=O)NCc2ccco2)cc1
-25% | 4% | -8% | -13% | ? | / | ? | -3% | 21% | N#Cc1ccccc1OCC(=O)N(Cc1nnc(-c2ccccc2Cl)o1)C1CC1
4% | 6% | 9% | -3% | -2% | -6% | 20% | -13% | 30% | O=C(/C=C/c1ccc(F)cc1)NC(=S)Nc1ccccc1
/ | 8% | 1% | 0% | / | / | 10% | -5% | 24% | CN(NC(=O)Nc1ccc(Cl)cc1)c1ncc(C(F)(F)F)cc1Cl
-16% | ? | -7% | 4% | / | -6% | 13% | ? | ? | Cc1cccc(N2CCN(C(=O)c3ccc4c(c3)NC(=O)C(CSCc3cccc(F)c3)N4)CC2C)c1 (stereo unspecified)
? | -3% | -1% | -22% | 1.6µM* | -3% | 9% | 7.9µM* | -30% | COc1ccccc1/C=C/C=N/n1c(-c2cc(C)[nH]n2)n[nH]c1=S
? | 0% | 0% | -11% | -48% | -5% | 11% | ? | 12% | COc1ccc(CCNC(=O)c2ccccc2NC(=O)C2=C(C)OCCS2)c(OC)c1
-17% | ? | -1% | -18% | 3% | -2% | 164%[activator] | 5% | 40%[activator] | CC/C(=N\NC(N)=O)c1ccc(OC)c(OC)c1
-23% | -2% | i | -11% | 9% | -6% | 20% | -25% | 25% | Brc1ccc(CNCCCSc2ncccn2)cc1

# Entries of single compounds as entered above:
# `Cc1cccc(N2CCN(C(=O)c3ccc4c(c3)NC(=O)C(CSCc3cccc(F)c3)N4)CC2C)c1` (stereo unspecified) is listed with BAZ2B inh: -16%; Pin1 inhibitor: ?; Tb PGK inh: -7%; GLS inh: 4%; G9a block: /; BLM inh: -6%; Pol iota inh: 13%; JMJD2A Tudor inh: ?; HP1b chromo inh: ?
# `COc1ccc(CCNC(=O)c2ccccc2NC(=O)C2=C(C)OCCS2)c(OC)c1` is listed with BAZ2B inh: ?; Pin1 inhibitor: 0%; Tb PGK inh: 0%; GLS inh: -11%; G9a block: -48%; BLM inh: -5%; Pol iota inh: 11%; JMJD2A Tudor inh: ?; HP1b chromo inh: 12%

# Additional compounds follow.
BAZ2B inh | Pin1 inhibitor | Tb PGK inh | GLS inh | G9a block | BLM inh | Pol iota inh | JMJD2A Tudor inh | HP1b chromo inh | SMILES
-25% | ? | i | -2% | -33%[59 µM] | -27% | 18% | -34% | -8% | O=C1c2ccccc2-c2onc3c(Br)cc(NC4CCCCC4)c1c23
8% | 0% | 3% | 8% | -9%[59 µM] | 4% | 31%[activator] | -10% | 27% | CCOC(=O)/C(C#N)=C1\C=CN(C)C(C)=N1
-13% | 8% | i | 17% | 45µM* | -14% | 2% | ? | -18% | CN1C(=O)C(c2nnc(Nc3cccc4ccccc34)s2)C2CC1(C)Oc1ccccc12 (stereo unspecified)
-5% | 1% | 10% | -23% | / | -12% | ? | -5% | 12% | COc1ccc(C(C)NC(=O)Cc2cccs2)cc1OC (stereo unspecified)
11%[57.1 µM] | 13% | -12% | -6% | 29% | -10% | ? | -22% | 23% | CC(C)(C)C1CCc2c(C(=O)N/N=C/c3cccs3)csc2C1 (stereo unspecified)
/ | -1% | i | 3% | -36%[59 µM] | -3% | 9% | -9% | 24% | CC(C)CCNC(=O)c1cn(C)c2ccc(S(=O)(=O)N3CCOCC3)cc2c1=O
-14% | ? | -7% | 1% | 32µM* | -4% | ? | -11% | 2% | N#CC1=C(N)Oc2cc(O)c(Cl)cc2C1c1cccnc1 (stereo unspecified)
? | 0% | -2% | -1% | 2% | 0% | 35%[activator] | -25% | 33% | Cn1c(C(=O)N2CCC(C(=O)NCc3ccccc3)CC2)cc2sccc21
-2% | -1% | -9% | -10% | 16% | 3% | 7% | -1% | 35% | CCOc1ccc(S(=O)(=O)N2CCCC(C(=O)N3CCCC3)C2)cc1 (stereo unspecified)
-4% | 0% | -6% | -7% | 1%[59 µM] | 2% | 13% | 37%[activator] | 55%[activator] | O=C(CCCC(=O)OCC(Cl)=C(Cl)Cl)Nc1cccc(F)c1
9% | -9% | -10% | 2% | 12% | -2% | 155%[activator] | -7% | 19% | CC(C)n1c(C(F)(F)F)nc2cc(C(=O)N3CCOCC3)ccc21
